DUSP3 inh – VHR1 (DUSP3) phosphatase inhibition; P51452; recombinant VHR phosphatase, colorimetric substrate read-out; inhibition, % at 20 µM; actives 0.7% (n = 50,000); AID 1992; in the data active = inhibition above about 60%; also: some results filed as inactive read as strong as hits
Target sequence (P51452 whole entry, looked up): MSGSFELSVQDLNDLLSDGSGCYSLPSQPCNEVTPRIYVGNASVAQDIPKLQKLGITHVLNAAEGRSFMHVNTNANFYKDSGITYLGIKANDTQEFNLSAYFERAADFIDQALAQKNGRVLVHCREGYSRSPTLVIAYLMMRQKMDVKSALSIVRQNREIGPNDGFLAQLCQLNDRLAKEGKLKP
Numbers without * were called inactive. Not all compounds are listed; count on the stated rates, not on these rows.

smiles	DUSP3 inh
CCN1C(=O)CC(NCCc2ccc(S(N)(=O)=O)cc2)C1=O (centres undefined)	5.2
CCOC(=O)c1c(C)n(CC(O)c2ccc([N+](=O)[O-])cc2)c2c1cc(O)c1ccccc12 (centres undefined)	-8.2
CCOc1ccccc1NC(=O)c1c(NC(=O)c2ccccc2F)sc2c1CCCC2	35.2
O=C(NC(=S)Nc1cc(C(F)(F)F)ccc1Cl)c1ccc(Cl)cc1	-1.7
Cc1nnc(N/N=C/c2ccc(C(=O)O)cc2)[nH]c1=O	1.9
COc1cc(/C=N/NC(=O)COc2cccc(C)c2)ccc1OC(=O)c1ccco1	-19.0
CCOC(=O)c1c(NC=O)sc2c1CCC/C2=N\O	-3.1
Cc1c(N2C(=O)c3cccc([N+](=O)[O-])c3C2=O)c(=O)n(-c2ccccc2)n1C	-10.7
CC(Oc1ccccc1)C(=O)Nc1cccc(Br)c1 (centres undefined)	-20.1
COc1ccc(S(=O)(=O)Nc2ccccc2OC)cc1	27.9
O=c1n(Cc2c(F)cccc2Cl)c2ccccc2n1Cc1c(F)cccc1Cl	-6.0
COc1cc(/C=C2/SC(=S)N(c3ccccc3)C2=O)ccc1OC(=O)c1cccc(C)c1	-16.6
Cc1cc(NC(=O)c2cc(I)ccc2Cl)ccc1NC(=O)c1ccccc1	4.0
Cc1ccc(N2C(=O)CC(NC3CCCC(C)C3C)C2=O)cc1 (centres undefined)	-11.0
CCOC(=O)COc1ccc(/C=C2\C(=O)NC(=O)N(c3ccc(OC)cc3)C2=O)cc1OC	0.7
Cc1ccc(/C=C2/SC(=S)N(CCC(=O)Nc3c(C)n(C)n(-c4ccccc4)c3=O)C2=O)cc1	-28.5
CC(=O)Oc1cccc(C(=O)Nc2ccc3c(c2)C(=O)N(c2ccccc2)C3=O)c1	-11.2
COc1cc(/C=c2/sc3nc4ccccc4n3c2=O)cc(Br)c1OCc1ccccc1	-7.6
COc1ccccc1OCCn1cc(C=C2C(=O)NC(=O)NC2=O)c2ccccc21	9.6
CCc1nn2c(N)c(/C=C3/C=Nc4ccccc43)c(=O)nc2s1	-2.5
FC(F)(F)c1cc(-c2cccs2)c2nncn2n1	4.6
O=C(Nc1ccc(I)cc1Cl)C(c1ccccc1)c1ccccc1	11.4
COC(=O)CN(c1ccc(F)cc1)S(=O)(=O)c1ccccc1	-8.2
O=C1CC(N2CCN(CCO)CC2)C(=O)N1c1ccc(Cl)cc1 (centres undefined)	-6.7
CCOC(=O)/C(C#N)=C1\C(=O)Nc2ccccc21	42.7
O=C(NCCN1CCOCC1)c1cc(-c2ccc(Cl)cc2)nc2ccccc12	-41.1
CC(C)(C)c1ccc(OCCOc2ccc(Cl)cc2/C=N/n2cnnc2)cc1	-18.2
COc1ccc(C(=O)Nc2nc(C)c(C(C)=O)s2)cc1	-16.5
O=C(NCCc1ccccc1F)C1CC(=O)N(c2ccc(Br)cc2)C1 (centres undefined)	2.4
CCn1c2ccccc2c2cc(CN3CCN(C(=O)CC(C)C)CC3)ccc21	14.0
COC(=O)c1c(C)oc2ccc(OCc3ccccc3F)cc12	4.9
CCN(CC)c1ccc(/C=N/NC(=O)c2nonc2N)c(OCc2ccc(Cl)cc2)c1	-32.8
O=C(c1cccnc1)N1CCN(c2ccc(F)cc2)CC1	-8.0
CC(NC(=O)CSc1ccccn1)c1ccccc1 (centres undefined)	7.5
Oc1ccc2ccccc2c1/C=N/Nc1ncc(Br)cn1	-24.3
CC(=O)c1ccc(Oc2cc(-c3ccccc3)nc(C)n2)cc1	-14.3
COc1ccc(C(=O)NC(Nc2ccc(Cl)cc2)C(Cl)(Cl)Cl)cc1OC (centres undefined)	5.9
Cc1ccccc1CN1CCN(C2CCCC2)CC1	3.3
O=[N+]([O-])c1cccc(S(=O)(=O)NCc2ccc3c(c2)OCO3)c1	5.0
O=C(NN1C(=O)/C(=C/c2ccccc2)SC1=S)c1ccccc1Br	-0.4
CN1CCN(CC(=O)n2c3ccccc3c3ccccc32)CC1	5.5
COc1ccccc1N=Cc1c(O)c(Br)cc2oc3c(c12)CCCC3	-37.6
C(=N\Nc1nc(-c2ccccc2)cs1)/c1cccnc1	29.0
COc1ccc(C(=O)Nc2ccc3nn(-c4ccc(F)cc4)nc3c2)cc1Br	-30.9
CC(C)(C)c1ccc(OCC(=O)Nc2ccc(NC(=O)c3ccco3)cc2)cc1	3.5
O=C(c1ccc(Cl)cc1)N1N=C(c2ccc(Cl)cc2)CC1(O)C(F)(F)F (centres undefined)	-10.7
COc1cccc(-n2c(C=C3C(=O)N(C(C)C)c4ccccc43)nc3ccccc3c2=O)c1	-9.7
C=CCn1c(SCC(=O)OCC)nnc1-c1ccc([N+](=O)[O-])cc1	-4.4
Cc1cccc(NC(=O)CSc2cc(Cl)ccc2Cl)c1	-1.3
Cc1cc(/C=C2\C(=O)NC(=O)N(c3ccc(Cl)cc3)C2=O)c(C)n1C	5.8
CC1=NN(C(=O)c2ccncc2)C(O)(c2cccnc2)C1 (centres undefined)	-2.4
O=C(c1ccc(Cl)cc1)c1ccccc1C(=O)n1nnc2ccccc21	-30.3
Cc1ccc(C)c(C(=O)CN2C3=NCCN3c3ccccc32)c1	3.8
O=C(c1cc2nc(-c3ccccc3)cc(-c3ccccc3)n2n1)N1CCOCC1	-6.9
Cc1ccc(/C=C2/SC(=S)NC2=O)s1	-1.3
O=S(=O)(c1ccc(NC(=S)Nc2ccccc2)cc1)N1CCc2ccccc21	2.3
O=C(O)C1C(C(=O)Nc2ccc(I)cc2)C2C=CC1C21CC1 (centres undefined)	0.9
O=C(NC(CS)C(=O)O)c1cncc(O)c1 (centres undefined)	-19.2
COc1ccc(C2Nc3ccccc3C(=O)N2c2ccccc2)cc1CN1C(=O)c2ccccc2C1=O (centres undefined)	-1.6
Cc1cc(/C=N/NC(N)=S)c(C)n1-c1ccc(N(C)C)cc1	21.3

Remaining list, next part.
smiles	DUSP3 inh
O=C(COc1ccccc1)N1CCN(C(=O)Cc2ccccc2)CC1	-8.0
NNc1nc(N2CCCCC2)nc(N2CCCCC2)n1	23.3
O=[N+]([O-])/C=C/c1ccc(-c2ccc(Cl)cc2)o1	-9.4
Cc1ccc(/C(O)=C2/C(=O)C(=O)N(CCCCCC(=O)O)C2c2ccc(F)cc2)cc1 (centres undefined)	0.4
OCCNC(=S)Nc1ccc2nc(-c3ccccc3)c(-c3ccccc3)nc2c1	36.0
COc1cc(/C=C2/C(=O)NN(c3ccc(Cl)cc3)C2=O)cc(Br)c1O	-13.7
O=C(Nc1cccc(F)c1)[C@H]1CC=CC[C@H]1C(=O)O	13.8
c1ccc(-n2nnnc2SCc2nn[nH]n2)cc1	-13.4
COc1ccc(/C=C2\SC(=S)NC2=O)cc1C	10.2
CC(C)c1ccc(OCCN2CCOCC2)cc1	-0.1
C=C(C)Cn1c(-c2cccc([N+](=O)[O-])c2)n[nH]c1=S	10.3
COc1ccc(CN2C(=O)C3C(c4ccc(Cl)cc4)OC4(C(=O)c5ccccc5C4=O)C3C2=O)cc1 (centres undefined)	-12.7
Cc1ccc(N=Cc2c(C)nn(-c3ccccc3)c2Sc2ccc(C)cc2)cc1	-11.8
COc1ccccc1N1CCN(C(=O)C(Sc2ccccc2)c2ccccc2)CC1 (centres undefined)	-47.1
Cc1cc(C)c(NC(=O)C(C)SCC(=O)Nc2ccccc2)c(C)c1 (centres undefined)	2.7
CC1=C(C(=O)OC(C)C)C(c2ccccc2F)CC(=O)N1 (centres undefined)	117.7*
O=C(O)CCC(=O)Nc1ccc(Cc2ccc(NC(=O)CCC(=O)O)c(O)c2)cc1O	-8.2
COc1ccccc1N=Cc1c(O)c(C(=O)Nc2ccccc2)cc2ccccc12	5.2
COc1ccc(CCN2C(=O)CSC2c2ccccc2[N+](=O)[O-])cc1OC (centres undefined)	-34.0
Cc1ccc(-n2ccc(N)c(C#N)c2=O)cc1	-5.4
O=C1/C(=C\c2ccc(C(F)(F)F)cc2)SC(=S)N1c1ccccc1	13.2
Cc1cc(C)c(S(=O)(=O)NCc2ccncc2)c(C)c1	-82.3
Cc1ccc2[nH]c3nc(N/N=C/c4c(O)ccc5ccccc45)nnc3c2c1	-32.7
CCCCN(CCCC)C(=O)c1ccc(Cl)c([N+](=O)[O-])c1	0.6
CCOc1cc(/C=C2\C(=O)NC(=O)N(c3ccc(Cl)cc3)C2=O)cc(I)c1OC	8.9
O=C(Nc1ccccc1C(=O)N1CCOCC1)c1cccnc1	-30.9
COc1ccc(N(CC(=O)NC(C)(C)C)S(=O)(=O)c2ccc(C)c([N+](=O)[O-])c2)cc1	-4.5
CCOC(=O)C1=C(C)N=c2s/c(=C\c3cccs3)c(=O)n2C1c1ccc(F)cc1 (centres undefined)	-13.2
COC(=O)C1NN=C(C(=O)c2ccccc2)C1c1ccccc1 (centres undefined)	-2.1
Cc1ccc([N+](=O)[O-])cc1NC(=S)NC(=O)c1ccc(Cl)cc1	-16.8
O=C(Oc1ccc(C(=S)N2CCOCC2)cc1)c1ccccc1Cl	3.1
COc1ccc(/C(O)=C2/C(=O)C(=O)N(CCCCCC(=O)O)C2c2ccc(OC)c(OC)c2)cc1 (centres undefined)	8.4
COc1ccc(CC(=O)NNC(=O)c2ccc(Cl)cc2)cc1	2.6
COC(=O)CCN1C(=O)/C(=C/c2ccc(OCc3ccc(Cl)cc3)c(OC)c2)SC1=S	2.3
Cc1ccccc1CNC(=O)CSc1ccc(Cl)cc1	-21.7
COc1ccc(-c2cc(C(=O)Nc3nc4ccc(S(C)(=O)=O)cc4s3)c3ccccc3n2)cc1OC	-15.7
N#Cc1c2n(c3c(=O)n(CC(=O)c4ccc(Br)cc4)cnc13)CCCC2	-10.7
Cc1ccc(C(=O)NC(Nc2ccccc2C(F)(F)F)C(Cl)(Cl)Cl)cc1 (centres undefined)	-13.7
CCc1ccc(Nc2cc(C)nc3ncnn23)cc1	-31.1
Cc1cccc(C(=O)Nc2cccc(Cl)c2C)c1	-1.9
Cc1ccc(-c2nc(N/N=C/c3ccccc3)c3ccccc3n2)cc1	-13.7
CC(C)OC(=O)c1c(-c2ccc(C(C)C)cc2)csc1N	22.3
Oc1ccc2ccccc2c1CN1CCN(c2cccc(C(F)(F)F)c2)CC1	-1.1
CC1(C)Cc2[nH]c(=O)c(C#N)cc2CO1	-27.8
Cc1ccc2c(c1)-c1c(ssc1=S)C(C)(C)N2C(=O)Cc1ccccc1	-3.8
CCC(C(=O)Nc1ccc(C)c(C)c1)c1ccccc1 (centres undefined)	-11.7
O=C1c2cccc3c([N+](=O)[O-])ccc(c23)C(=O)N1c1ccc(O)cc1	35.6
CN(C)/C=C/C=C/C(=O)c1cccc(C(=O)/C=C/C=C/N(C)C)c1O	4.0
COc1cccc(NC(=O)CN(c2ccc(C(C)C)cc2)S(=O)(=O)c2ccccc2)c1	-11.2
Cc1ccc2c(c1)-c1c(ssc1=S)C(C)(C)N2C(=O)CSc1nc(C)cc(C)n1	-1.9
CC(=O)Nc1ccc(S(=O)(=O)N2CCC(Cc3ccccc3)CC2)cc1	3.3
COc1ccc(C(=O)NCCSCc2ccc(Br)cc2)cc1	5.6
COc1ccc(CC(=O)N2CC(C)CC(C)C2)cc1 (centres undefined)	9.0
Cc1ccc(CNC(=O)CN(c2cccc(Cl)c2)S(=O)(=O)c2ccccc2)cc1	-6.7
CCCC(=Nc1cccc([N+](=O)[O-])c1)C1=C(O)CC(C)(C)CC1=O	-2.5
CCOC(=O)c1c(-c2ccccc2)csc1NC(=O)c1ccco1	-9.1
CC(NC(=O)c1cccc(F)c1)C1CC1 (centres undefined)	-12.3
O=C(CCc1ccccc1)NNC(=O)c1ccc(Cl)cc1Cl	5.8
COC(=O)c1ccccc1NC(=O)c1ccc(Cl)c([N+](=O)[O-])c1	-20.7
CCOc1c(Br)cc(/C=C2N=C(/C=C/c3ccccc3)OC/2=O)cc1OC	-11.4

(listing goes on)
smiles	DUSP3 inh
CCOc1cc(/C=C2/C(=O)NC(=O)N(C)C2=O)cc(I)c1O	1.8
COc1cc(C2/C(=C(\O)c3ccc(C)cc3)C(=O)C(=O)N2CCCC(=O)O)ccc1O (centres undefined)	-14.0
COc1cc(/C=N/N2C(=O)c3cccc4cccc(c34)C2=O)cc(I)c1O	-57.5
Cc1ccc(Br)cc1S(=O)(=O)N1CCC(C)CC1	-16.2
COc1ccc(OCCSc2nc3ccccc3n2CC(=O)O)cc1	-6.7
COC(=O)C1=C(C)NC(=O)NC1c1ccccc1Br (centres undefined)	-15.8
CC(C)c1ccc(NC(=O)c2cccnc2)cc1	-12.7
O=S(=O)(NC1C2CC3CC(C2)CC1C3)c1ccc2ccccc2c1 (centres undefined)	10.6
CCOC(=O)C1=C(C)N=c2s/c(=C\c3ccc(I)cc3)c(=O)n2C1c1ccc(O)cc1 (centres undefined)	-14.6
